Source: PubChem BioAssay (Icahn School of Medicine at Mount Sinai)
ROC1-CUL1 inh = inhibitors of human ROC1-CUL1 ubiquitin ligase activity | hit rate 0.6% among 140,000 | inhibition, % at 10 µM | AID 1347404, 2020 | in vitro K48 di-Ub FRET, acceptor:donor ratio, 45 min | E3 ubiquitin-protein ligase RBX1 (Homo sapiens) + Cullin-1 (Homo sapiens), P62877+Q13616; in the data active means inhibition above about 25%
Target sequence (P62877 whole entry, looked up): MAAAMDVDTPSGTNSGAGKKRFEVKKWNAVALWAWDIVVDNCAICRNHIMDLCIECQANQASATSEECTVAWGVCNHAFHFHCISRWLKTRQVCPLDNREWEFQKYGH
Target sequence (Q13616 whole entry, looked up): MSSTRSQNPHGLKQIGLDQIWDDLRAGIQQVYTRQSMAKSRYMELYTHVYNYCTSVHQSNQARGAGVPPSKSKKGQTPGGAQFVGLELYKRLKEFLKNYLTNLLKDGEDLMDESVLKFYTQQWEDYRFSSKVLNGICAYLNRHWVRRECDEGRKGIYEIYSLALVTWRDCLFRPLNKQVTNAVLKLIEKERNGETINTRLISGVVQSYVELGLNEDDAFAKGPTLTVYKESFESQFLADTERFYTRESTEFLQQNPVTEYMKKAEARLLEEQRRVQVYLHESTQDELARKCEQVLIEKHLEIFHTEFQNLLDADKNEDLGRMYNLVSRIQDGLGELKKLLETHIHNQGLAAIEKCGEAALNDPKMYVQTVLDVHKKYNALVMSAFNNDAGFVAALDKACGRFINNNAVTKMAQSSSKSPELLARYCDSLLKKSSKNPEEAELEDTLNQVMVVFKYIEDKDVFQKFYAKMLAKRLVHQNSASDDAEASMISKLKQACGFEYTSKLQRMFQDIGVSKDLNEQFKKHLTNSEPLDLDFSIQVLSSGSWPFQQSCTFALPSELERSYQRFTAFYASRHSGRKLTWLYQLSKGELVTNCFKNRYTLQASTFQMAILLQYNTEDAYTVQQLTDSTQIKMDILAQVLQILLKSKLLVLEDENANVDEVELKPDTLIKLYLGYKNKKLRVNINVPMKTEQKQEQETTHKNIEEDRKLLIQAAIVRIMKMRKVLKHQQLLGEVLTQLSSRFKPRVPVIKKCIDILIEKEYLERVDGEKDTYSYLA
Numbers without * were called inactive. Only part of the results is shown; rates above refer to the full screens.

| Molecule | ROC1-CUL1 inh |
| --- | --- |
| Cc1cnc(SCCN2CCOCC2)nc1C1CCCN(C(=O)c2ccc3cc[nH]c3c2)C1 (stereo unspecified) | 2.8 |
| Cn1ncc(Br)c1C(=O)Nc1c(F)c(F)cc(F)c1F | -4.7 |
| CCCCN(C)C(=O)CN1C(=O)c2cccnc2Oc2ccc(Cl)cc21 | -6.5 |
| CCOc1ccc2ccccc2c1/C=C1\C(C)=C(C#N)c2nc(N)c(C#N)c(C)c21 | -4.0 |
| COc1ccc(CCNC(=O)C2C(=O)N=C3C=C(C)C=CN3C2=O)cc1OC (stereo unspecified) | 7.8 |
| O=C(Nc1nc2ccc(Br)cc2s1)c1c(F)cccc1F | 1.9 |
| Cc1cccc(C)c1NC(=O)c1c(-c2c(F)cccc2Cl)noc1C | 1.3 |
| O=C(C1=CCCC1)N1CCCC(N2CCc3ccccc3C2)C1 (stereo unspecified) | 2.8 |
| O=C(Oc1ccccc1)c1ccccc1OC(=O)c1cc(-c2ccccc2)nc2ccccc12 | -4.7 |
| CCN(CC)CC(O)COc1cc(CNC2(c3ccccc3)CC2)ccc1OC (stereo unspecified) | -8.9 |
| Cc1ccc(CCNC(=O)c2cc3sccc3n2Cc2ccc(C)cc2)cc1 | 5.9 |
| COc1ccc(S(=O)(=O)C2C(=O)Nc3cc(C(=O)NCc4ccc(Cl)cc4)ccc3C2=O)cc1 (stereo unspecified) | 7.0 |
| O=[N+]([O-])c1ccc2[nH]c(O)c(N=Nc3ccccc3[N+](=O)[O-])c2c1 | 1.4 |
| COc1cc(-c2nnc(SCCOc3cc(C)cc(C)c3)o2)cc(OC)c1OC | -4.9 |
| CCc1[nH]nc2c1C(c1ccc(C(C)(C)C)cc1)C(C#N)C(=N)O2 (stereo unspecified) | 2.4 |
| Cc1cc(Nc2ccc(Cl)cc2C)nc(-n2nc(C)cc2C)n1 | -1.2 |
| Cc1cccc(OCC(=O)Nc2ccccc2OC(F)F)c1 | -5.3 |
| COc1ccc2nc(SCC(=O)O)[nH]c2c1 | -0.4 |
| COc1cc(OC)c(/C=N/Nc2nncc(-c3ccccc3)n2)c(OC)c1 | -2.6 |
| COc1ccc(CO)c2ccccc12 | 1.8 |
| COc1ccc(C(=O)N2C[C@H](O)[C@@H](N3CCCN(C(C)=O)CC3)C2)cc1 | -1.3 |
| COc1ccccc1C(=O)Nc1ccc(Cl)cc1C(F)(F)F | 2.8 |
| O=C(CN1CCN(Cc2ccc3c(c2)OCO3)CC1)Nc1ccc(SC(F)(F)F)cc1 | -4.9 |
| Cc1onc(-c2ccccc2Cl)c1C(=O)NC1CCCCCCCCCCC1 | -3.9 |
| CC(C)c1ccc(NC(=O)CN(Cc2ccccc2)S(=O)(=O)c2ccc3c(c2)OCCO3)cc1 | -9.8 |
| Brc1ccc(-c2ccc3c(n2)CCCC3)cc1 | -6.0 |
| O=C(CCC(=O)OCc1ccc(Br)cc1)Nc1ccccc1 | 2.2 |
| CCOC(=O)CNC(=O)CSc1cn(CC(=O)N2CCCCCC2)c2ccccc12 | -2.4 |
| Cc1scc(CO)c1-c1c(C(=O)O)csc1C | 5.6 |
| Cn1c(=O)c2c(nc(Sc3ncn[nH]3)n2C)n(C)c1=O | -4.7 |
| O=C(OC1=CC(=O)c2ccccc2C1=O)c1ccccc1 | -17.1 |
| COc1cc(CN2CCCCCC2)ccc1OCC(O)CN1CCCC1 (stereo unspecified) | -11.2 |
| Cc1nnc(NC(=O)c2nc(SC(C)C)ncc2Cl)s1 | 4.4 |
| O=C(CSc1ccccc1)N1CCc2c([nH]c3ccccc23)C1c1ccc(Cl)cc1 (stereo unspecified) | -3.6 |
| CC1=CC2=NC(=O)C(C(=O)NCCc3ccc(S(N)(=O)=O)cc3)C(=O)N2C=C1 (stereo unspecified) | 3.0 |
| CCc1nnc(SCc2nc(-c3ccc(OC)cc3)oc2C)c2cc3sccc3n12 | -1.0 |
| CCNS(=O)(=O)c1ccc2c3c(cccc13)C(=O)N2 | 4.1 |
| O=C1CC(NCc2cccs2)C(=O)N1c1ccc(Cl)cc1 (stereo unspecified) | -1.0 |
| CCN(CC)C(=O)CSc1nc2c(c(=O)[nH]1)CCCC2 | 2.3 |
| CCOc1ccc(CCNC(=O)c2sc3ncccc3c2-n2cccc2)cc1OCC | -0.1 |
| CC(=O)Nc1ccc(C2Nc3c(C)cc(C)cc3-c3cc(C)nn32)cc1 (stereo unspecified) | 6.7 |
| COCc1[nH]nc2c1C(c1cccnc1)C(C#N)C(=N)O2 (stereo unspecified) | -1.2 |
| COc1ccc(CN2CCc3c(c(=O)n4ncc(C(=O)N5CCN(c6ccccc6OC)CC5)c4n3C)C2)cc1 | 3.2 |
| COc1ccc(Br)cc1CNC(=O)Cn1ncn2nc(-c3cccs3)cc2c1=O | 5.1 |
| C=CCN1N=C(C)Cn2c1nc1c2c(=O)n(C)c(=O)n1C | -1.9 |
| Cc1cccc(OC(C)C(=O)Nc2ncn[nH]2)c1 (stereo unspecified) | 0.0 |
| COC(=O)c1sc(NC(=O)COc2ccccc2F)nc1C | 14.6 |
| C[n+]1cn(/N=C/c2ccccc2)c2ccccc21 | -0.8 |
| CCOc1cc2sc(N3CCC(C(=O)Nc4ccc(C(C)C)cc4)CC3)nc2cc1Br | -3.4 |
| Cc1ccc(N2C(=O)CC(N3CCN(c4ccccc4Cl)CC3)=NC2=O)cc1 | -8.8 |

A draw from above in order of heavy-atom count, low to high:
| Molecule | ROC1-CUL1 inh |
| --- | --- |
| O=C1CC(NCc2cccs2)C(=O)N1c1ccc(Cl)cc1 (stereo unspecified) | -1.0 |
| O=C(CCC(=O)OCc1ccc(Br)cc1)Nc1ccccc1 | 2.2 |
| COc1ccc(CN2CCc3c(c(=O)n4ncc(C(=O)N5CCN(c6ccccc6OC)CC5)c4n3C)C2)cc1 | 3.2 |

New compounds follow:
| Molecule | ROC1-CUL1 inh |
| --- | --- |
| Cc1c(CNC2CCCCCC2)c(C(=O)O)c(C)n1Cc1c(F)cccc1Cl | 1.3 |
| CCCCOc1cccc(C2C(C(=O)c3ccc(C)o3)C(=O)C(=O)N2c2nccs2)c1 (stereo unspecified) | 11.4 |
| CC12CC3CC1C(OC2=O)C3O (stereo unspecified) | 7.4 |
| Cc1ccc(-c2nc(Cn3c(=O)cc(-c4ccccc4)c4c(C)nn(C)c43)c(C)o2)cc1 | 9.1 |
| CCN(CC)CCOC(=O)c1ccc2c(c1)-c1c(C(=O)O)c(C)n(C)c1C2=O | 0.6 |
| COc1ccc2nc(SCC(O)c3cccc(Br)c3)[nH]c2c1 (stereo unspecified) | -4.6 |
| Cc1c(Cl)cccc1NC(=O)N1CCC(CN2CCOCC2)CC1 | 5.7 |
| Cc1ccc(S(=O)(=O)CCC(=O)OCC(=O)c2cccc3ccccc23)cc1 | 5.3 |
| Cc1ccc(C)c(N2CCN(CCCNC(=O)c3ccc4nc(N5CCCCC5)sc4c3)CC2)c1 | 5.4 |
| O=C(NCC1CCCO1)c1cnn2c(C(F)(F)F)cc(-c3cccs3)nc12 (stereo unspecified) | 8.1 |
| COc1ccc(Cl)cc1C1CC(=O)Nc2cc3c(cc21)OCCO3 (stereo unspecified) | -2.9 |
| O=C(Nc1ccc(-c2ccc(NC(=O)C3CCCCC3)cc2)cc1)C1CCCCC1 | -3.8 |
| COc1cc(OC)nc(-n2nc(C)c(C(N)=O)c2N)n1 | -10.0 |
| CCN(CC)CC(=O)Nc1cc(C23CC4CC(CC(C4)C2)C3)ccc1Br | 0.3 |
| CCOc1ccc(-c2c(C)nn3c(C)c(C(=O)NCC(C)c4ccccc4)cnc23)cc1OCC (stereo unspecified) | -0.6 |
| Cc1cccc(Cc2nnc(NC(=O)N(C)CCc3noc(C)n3)s2)c1 | 5.1 |
| COC(=O)c1cncnc1Sc1ccccc1 | 2.3 |
| CCN(CC)C(=O)CSc1nc2ccc(NC(=O)CSc3nnc(-c4ccccc4)n3Cc3ccccc3)cc2s1 | 14.9 |
| CC(C)(C)OC(=O)NC(CC(N)=O)C(N)=O (stereo unspecified) | -12.2 |
| CC1CCc2c(sc(NC(=O)c3cccc(Br)c3)c2C(=O)Nc2cccc3ccccc23)C1 (stereo unspecified) | -10.7 |
| Clc1ccccc1CSc1ncnc2nc[nH]c12 | -9.9 |
| CC(=O)N(C)S(=O)(=O)c1ccc(C)cc1 | -2.9 |
| O=C(CCC1CCCN(CCc2ccccc2)C1)N1CCOCC1 (stereo unspecified) | 8.8 |
| CCCCCCSC1=C(C#N)C(=O)NC(c2ccc(OCc3ccccc3)cc2)S1 (stereo unspecified) | 5.4 |
| Cc1cc(C(=O)Nc2ccc(C(C)C)cc2)c2c(C)nn(-c3ccccc3)c2n1 | -8.1 |

The closing 6 compounds of the section before open the next one.
| Molecule | ROC1-CUL1 inh |
| --- | --- |
| CC1CCc2c(sc(NC(=O)c3cccc(Br)c3)c2C(=O)Nc2cccc3ccccc23)C1 (stereo unspecified) | -10.7 |
| Clc1ccccc1CSc1ncnc2nc[nH]c12 | -9.9 |
| CC(=O)N(C)S(=O)(=O)c1ccc(C)cc1 | -2.9 |
| O=C(CCC1CCCN(CCc2ccccc2)C1)N1CCOCC1 (stereo unspecified) | 8.8 |
| CCCCCCSC1=C(C#N)C(=O)NC(c2ccc(OCc3ccccc3)cc2)S1 (stereo unspecified) | 5.4 |
| Cc1cc(C(=O)Nc2ccc(C(C)C)cc2)c2c(C)nn(-c3ccccc3)c2n1 | -8.1 |
| COc1ccc(Cl)cc1S(=O)(=O)N1CCN(CC(=O)Nc2ccccc2C(F)(F)F)CC1 | -5.0 |
| CCNc1nc(NC(C)C)nc(OC(C)C)n1 | 7.1 |
| c1ccc(-c2c3ccccc3cc3c4ccccc4c4ccccc4c23)cc1 | 1.3 |
| CCOc1ccc(Br)cc1S(=O)(=O)N1CCCC1 | -4.9 |
| c1ccc2c(c1)Cc1ccccc1C2=Nc1nc2ccccc2[nH]1 | 0.8 |
| Cn1c2ccccc2n2c(SCCC(=O)O)nnc12 | -0.9 |
| Cc1cc2ccccc2n2c(SCC(N)=O)nnc12 | -7.0 |
| Cc1cc(C)c(C#N)c(OCC(=O)Oc2ccc(Br)cc2)n1 | 0.3 |
| CC1=Nc2nc(SCc3ccccc3)nn2C(c2cccnc2)C1C(=O)Nc1ccccc1C (stereo unspecified) | 9.0 |
| COc1ccc(/C=C/C(=O)Nc2ccn(Cc3ccccc3)n2)cc1Br | -8.3 |
| CCOc1ccc(N2C(=O)c3ccccc3NC2c2ccc(C(=O)OC)cc2)cc1 (stereo unspecified) | -8.5 |
| O=C(Nc1sc2c(c1C(=O)NCCO)CCCC2)c1ccco1 | 2.5 |
| COc1ccc(-c2ccc(S(=O)(=O)N3CCCCCC3)cc2)cc1 | -1.8 |
| CC(C)[C@H](OC(=O)n1ccnc1)C(=O)OC(C)(C)C | 2.0 |
| Fc1c(F)c(F)c2nc3c(cc2c1F)c(-c1ccccc1)nn3-c1ccccc1 | 2.6 |
| CC(=O)Nc1nc(C)c(-c2csc(Nc3ccc(S(N)(=O)=O)cc3)n2)s1 | -10.6 |
| CN(C)c1ccc(C2CC(c3ccccc3)=NN2C(=O)c2ccccc2)cc1 (stereo unspecified) | 13.1 |
| O=C(NCCc1csc(-c2cccnc2)n1)c1ccc(F)c(F)c1 | 7.2 |
| Cc1ccc(OC(=O)CSc2nnc(-c3cccs3)o2)cc1 | -8.3 |
| O=C(NCCc1cccc(Cl)c1)c1ccc(-c2ccccc2)cc1 | 0.6 |
| O=C(Nc1ccc(C2(c3ccc(NC(=O)c4ccccc4Cl)cc3)c3ccccc3-c3ccccc32)cc1)c1ccccc1Cl | 7.0 |
| CCOc1ccc(C2C(C(=O)OC(C)C)=C(C)OC(=N)C2C#N)cc1 (stereo unspecified) | 1.0 |
| CCC1CCCCN1S(=O)(=O)c1cc(C(=O)Nc2sc3c(c2C#N)CCCC3)ccc1OC (stereo unspecified) | -1.3 |
| Cc1ccn2c(Nc3ccccc3C)c(-c3cccnc3)nc2c1 | -6.9 |
| COc1ccc(OCC(=O)Oc2ccc3c(c2)C(C)=CC(C)(C)N3)cc1 | -7.4 |
| CNS(=O)(=O)c1ccc(OC)c(C(=O)NC2CCCC2)c1 | -7.9 |
| CCN1CCN(CC(O)COc2cccc(CNCCCn3cccn3)c2)CC1 (stereo unspecified) | 5.4 |
| CCC(C(=O)N1CCc2ccccc21)c1ccccc1 (stereo unspecified) | 2.5 |
| Cn1nnnc1SCC(=O)c1ccc(Cl)cc1Cl | -0.3 |
| Cc1ccccc1-n1c(=O)c2ccccc2n(Cc2ccc(F)cc2)c1=O | 0.8 |
| COc1ccc(NC(C)=O)cc1NS(=O)(=O)c1ccc(Cl)c(Cl)c1 | -3.3 |
| CN(CCCN1CCCC1)C(=O)c1ccc2oc(CCc3ccccc3)nc2c1 | -1.4 |
| Cc1ccc(O)c(NC(=O)c2cc3nc(-c4ccc(Br)cc4)cc(C(F)(F)F)n3n2)c1 | -4.1 |
| CCCCSc1ncnc2c1c(-c1ccccc1)cn2-c1cccc(F)c1 | -5.0 |
| CCOC(=O)c1sc2cc(C)ccc2c1Cl | -4.1 |
| COc1ccc(CNC(=O)C2CCN(c3nnc(-n4cccc4CNc4ccc(C)cc4)s3)CC2)c(OC)c1 | -0.2 |
| CCSc1nnc2n(-c3ccccc3)c(=O)c3c(C)c(C)sc3n12 | 4.8 |
| N#Cc1cccc(NC(=O)COc2ccc3ccccc3c2Br)c1 | 9.7 |
| CN1CCCC(CO)(Cc2ccccc2)C1 (stereo unspecified) | 6.7 |
| CC(C)c1ccc2c(c1)C(=O)Cc1ccc(F)cc1S2 | 3.3 |
| CCOC(=O)C1CCN(S(=O)(=O)c2ccc(C)s2)CC1 | 0.4 |
| Nc1ccccc1C#Cc1ccccc1 | -0.2 |
| COc1ccc(Oc2nc3c(c(=O)n(Cc4ccccc4Cl)c(=O)n3C)n2C)cc1 | -6.9 |
| NC(=O)c1c(NC(=O)C2CC=CCC2C(=O)O)sc2c1CCCCCC2 (stereo unspecified) | 10.5 |
| CCOC(=O)C1(Cc2ccc(OC)cc2)CCN(C(=O)C(C)Oc2ccccc2)CC1 (stereo unspecified) | -8.4 |
| COc1ccc2c(c1)CC(NC(=O)Nc1c(C)cc(C)cc1C)CO2 (stereo unspecified) | -0.9 |
| COc1ccc(NC(=O)c2cnc(N3CCCCC3)c3ccccc23)cc1Cl | -2.6 |
| O=C(Nc1cccc(F)c1)Nc1ccnn1C1CCN(C(=O)CC2CC2)CC1 | 7.3 |
| CCc1csc(CNC(=O)c2ccc(NC3CCOCC3)nc2)n1 | 3.0 |
